# Screens (PubChem BioAssay)
# STAT3 activator: STAT3 signaling activation | U3A cells, IL-6 STAT3-luciferase reporter, luminescence; 100% = signal with IL-6 EC80 alone | activation (% of control), % at 5.6 µM | actives 0.91% (n = 190,000) | AID 871;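 active means activation above the screen-wide mean of compound activation plus 3 SD, cut at about 130% in these data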;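 further: 0% = background luminescence of wells with medium and substrate only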
#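 Assay system – human STAT1-deficient U3A cells with stable STAT3-luciferase reporter · Also added – IL-6 (33 ng/mL) · Schedule – compound 1 h, then IL-6 6 h at 37 °C · Technique – reporter luminescence signal · Evaluation – % activation versus median of IL-6-stimulated wells · Benchmarks – IL-6-only wells as 100% reference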
# PPARg SRC-2 ag: PPARgamma-driven SRC-2 recruitment agonism. P37231. PPARgamma LBD-SRC-2 recruitment, biochemical. activation, % at 8 µM. actives 0.34% (n = 200,000); in the data active means activation above about 22%;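 further: 0% = vehicle and 100% = reference agonist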
# Target sequence (P37231 whole entry, looked up, the tested form may be a part): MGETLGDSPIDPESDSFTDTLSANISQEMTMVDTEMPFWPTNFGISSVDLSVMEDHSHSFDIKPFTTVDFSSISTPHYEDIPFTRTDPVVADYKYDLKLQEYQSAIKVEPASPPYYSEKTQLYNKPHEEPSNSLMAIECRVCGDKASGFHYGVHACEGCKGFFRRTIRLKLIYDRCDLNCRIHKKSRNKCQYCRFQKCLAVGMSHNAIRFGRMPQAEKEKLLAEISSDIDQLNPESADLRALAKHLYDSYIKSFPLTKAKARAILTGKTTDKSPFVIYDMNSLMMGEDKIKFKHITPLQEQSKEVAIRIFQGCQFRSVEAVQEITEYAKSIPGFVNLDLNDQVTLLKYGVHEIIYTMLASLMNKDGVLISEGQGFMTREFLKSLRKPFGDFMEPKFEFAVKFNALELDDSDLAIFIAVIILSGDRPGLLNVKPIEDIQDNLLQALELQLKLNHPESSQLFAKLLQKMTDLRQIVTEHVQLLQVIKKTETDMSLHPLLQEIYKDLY
# bIAP inh: blocks bovine intestinal alkaline phosphatase activity. AID 1019. 190,000 tested, under 10 active. purified bovine IAP, CDP-star luminescence, 30 min. inhibition, % at 20 µM;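 active means over 50% inhibition of intestinal alkaline phosphatase at 20 µM in the single-dose screen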
#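 Incubation: 30 min reaction at room temperature / Material: purified bovine intestinal alkaline phosphatase (IAP) enzyme / Input: enzyme at 1/65,000,000 dilution / Dosing: 20 µM single dose / Signal: CDP-star luminescence signal / Reagent: CDP-star chemiluminescent phosphatase substrate, 30 µM final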
# bIAP activator: increases bovine intestinal alkaline phosphatase activity | purified bovine IAP, CDP-star luminescence, 30 min; active compounds read high; fold of DMSO-control signal, blank-subtracted | activation factor at 20 µM | actives 0.17% (n = 200,000);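 active means activation factor of 2 or more at 20 µM, a signal rise over negative controls twice the positive control's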
# STAT3 blocker: STAT3 signaling inhibition; actives 0.89% (n = 190,000); AID 862; U3A cells, IL-6 STAT3-luciferase reporter, luminescence; host cell line lacks STAT1; inhibition, % at 5.5 µM;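 active means inhibition above the mean inhibition across all screened compounds plus 3 SD, cut at about 44% in these data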;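 further: 0% = DMSO only wells and 100% = 100 µM nifuroxazide control wells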
# SRC2 TRFRET art: counter-screen for PPARgamma SRC-2 recruitment agonists: TR-FRET artefact | TR-FRET ratio at 8 µM | active compounds read high | actives 0.4% (n = 200,000); in the data active means TR-FRET ratio above about 2000; further: inactives centre near 1500
# PPARg SRC-3 ag: agonists of human PPARgamma SRC-3 coactivator recruitment; AID 731; biochemical PPARgamma/SRC-3 coactivator recruitment assay; actives 0.26% (n = 200,000); activation, % at 8 µM; in the data active means activation above about 23%;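 further: 0% = DMSO and 100% = reference agonist; some compounds past the cut are filed as inactive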
# STAT1 blocker: reduces IFN-gamma driven STAT1 reporter signal; actives 0.35% (n = 200,000); NIH 3T3 STAT1-luciferase reporter, luminescence; inhibition, % at 5.5 µM; AID 920;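 active means inhibition above a set limit, the mean inhibition across all tested compounds plus 3 SD, cut at about 34% in these data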;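 further: 0% = IFN-gamma with DMSO and 100% = IFN-gamma with 300 µM nifuroxazide; values of inactives mirror those of a sister screen read the other way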
# TNAP act hi DEA: TNAP (human) activation, high acceptor; purified TNAP, CDP-star luminescence, 1 M DEA, 30 min; active compounds read high; 0 = EDTA background, 1 = DMSO-only activity; 200,000 tested, under 10 active; activation factor at 20 µM;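 active means activation factor at least 2 at 20 µM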
# Target sequence (P05186 whole entry, looked up): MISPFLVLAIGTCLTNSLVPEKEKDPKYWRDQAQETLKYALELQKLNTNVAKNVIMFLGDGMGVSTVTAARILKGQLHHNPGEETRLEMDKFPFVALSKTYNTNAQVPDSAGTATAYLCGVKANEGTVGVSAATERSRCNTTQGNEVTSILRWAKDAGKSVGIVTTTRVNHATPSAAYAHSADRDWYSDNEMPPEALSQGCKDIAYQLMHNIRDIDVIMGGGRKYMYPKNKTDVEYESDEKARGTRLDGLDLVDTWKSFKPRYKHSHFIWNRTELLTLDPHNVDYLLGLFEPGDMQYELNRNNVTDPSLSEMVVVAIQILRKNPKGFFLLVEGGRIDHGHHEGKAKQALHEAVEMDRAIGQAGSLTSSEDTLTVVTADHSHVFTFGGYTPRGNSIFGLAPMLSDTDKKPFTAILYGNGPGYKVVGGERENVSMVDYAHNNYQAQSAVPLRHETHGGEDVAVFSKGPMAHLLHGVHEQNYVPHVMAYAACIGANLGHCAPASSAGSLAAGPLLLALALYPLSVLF
#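 Test system – human TNAP · Doses – 20 µM single point · Incubation – 30 min, room temperature · Signal – luminescent substrate turnover signal · Read-out basis – activation factor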
# PPARg SRC1 recr: PPARgamma-driven SRC-1 recruitment agonism. AID 631. PPARgamma-SRC-1 coactivator recruitment biochemical assay. activation, % at 8 µM. actives 0.41% (n = 200,000); in the data active means activation above about 19%;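 further: 0% = DMSO and 100% = reference agonist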
# ROMK primary: modulators of human ROMK potassium channel; Tet-inducible ROMK, thallium flux fluorescence; actives lie on both sides; P48048; actives 2% (n = 130,000); B-score at 10 µM;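 active means signal ratio slope over the read window, or its plate-corrected B-score, at least 3 SD from the plate mean, either direction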;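 further: B-score of the F/F0 ratio slope over 7 to 12 s after thallium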
# An asterisk follows results filed as active; / = no result given. Rows were taken by chance. Share with any hit: about 3.7%.
# Values run as follows: STAT3 activator, PPARg SRC-2 ag, bIAP inh, bIAP activator, STAT3 blocker, SRC2 TRFRET art, PPARg SRC-3 ag, STAT1 blocker, TNAP act hi DEA, PPARg SRC1 recr, ROMK primary
- CCC(Sc1nccn1C)C(=O)Nc1ccc(Cl)cn1 (centres undefined)
    89, 1, -5, 1, 18, 1773, -2, -1, 1, 4, -0.28
- COc1ccccc1CN(C)c1nnnn1-c1ccccc1
    99, -1, 10, 0.9, 9, 1640, -1, 2, 1, 9, 0.34
- O=C(Nc1cccnc1)c1ccc(COc2ccccc2Cl)o1
    116, 2, 2, 1, -13, 1695, 6, 2, 1, -2, /
- CCOC(=O)c1sc(NC(=O)c2cc(-c3ccc(C)cc3)nc3ccccc23)c(C#N)c1C
    106, 3, 1, 1, -1, 1535, 10, -7, 1, 11, /
- CCCCCCc1cc2cc(C(=O)Nc3cccc(OC)c3)c(=O)oc2cc1O
    101, 0, -67, 1.7, -4, 1524, 3, 1, 1, 1, -0.36
- Cc1ccnc(SCC(=O)c2ccc(Br)s2)n1
    85, -1, -8, 1.1, 23, 1455, -2, 2, 1.1, -5, -0.084
- CCn1c(SCC(=O)c2ccc(NS(=O)(=O)c3ccccc3)cc2)nnc1-c1cccs1
    106, 9, 2, 1, 0, 1649, 3, 4, 1, 12, /
- Cn1cc(SCC(=O)Nc2nccs2)c2ccccc21
    108, -1, 20, 0.8, 0, 1511, -7, -11, 1, 4, /
- CC(C)n1nnc2c(=O)oc3ccccc3c21
    99, 5, -3, 1, 1, 1750, 4, -3, 1, 3, 0.34
- O=C(C1=C(O)C(=O)N(CCc2ccccc2)C1c1cccs1)c1ccco1 (centres undefined)
    95, 5, -1, 1, 14, 1661, 4, -4, 1, 5, 0.14
- Cc1ccc(C23CC4CC(CC(C(=O)OCC(=O)NC5CCS(=O)(=O)C5)(C4)C2)C3)cc1 (centres undefined)
    89, 6, 8, 0.9, 14, 1473, 2, 11, 1, 7, -0.51
- COCCn1nnnc1C(c1cc(OC)ccc1OC)N1CCc2ccccc2C1 (centres undefined)
    103, 3, 9, 0.9, 3, 1422, -3, 6, 1, -8, -2.1*
- COc1ccc(/C=C2\SC(=S)N(CC(=O)OCC(=O)Nc3ccc(C)cc3Cl)C2=O)cc1
    103, 3, 9, 0.9, 3, 1566, -2, -6, 1, 0, -0.16
- O=C(Nc1nnc(-c2ccccc2)o1)c1cc(-c2cccs2)nc2ccccc12
    103, 2, -6, 1.1, -4, 1474, -4, 8, 1, 2, 0.077
- Cc1ccsc1/C=C(\C#N)C(=O)NCCCN1CCOCC1
    103, 3, -5, 1.1, -3, 1627, 3, -10, 1, 6, -0.32
- Cc1nn(-c2ccccc2)c(N2CCCC2)c1C=O
    106, 2, -1, 1, -5, 1668, -3, 2, 1, -8, -0.22
- O=C1Nc2ccc(Br)cc2C1=Nc1ccc(-c2nnc3n2CCCCC3)cc1
    109, 8, -2, 1, -5, 1584, 5, 6, 1, -1, 0.39
- CCCCNc1ccc(S(N)(=O)=O)cc1[N+](=O)[O-]
    99, -4, 3, 1, -2, 1640, -1, 2, 0.8, 2, 0.034
- COC(=O)C(C(=O)OC)C(C[N+](=O)[O-])c1ccc(OC)cc1 (centres undefined)
    106, 5, 0, 1, 4, 1584, 9, 6, 1, 5, /
- COc1cccc(CC2(CO)CCCN(Cc3ccc(-c4ccco4)cc3)C2)c1 (centres undefined)
    107, -3, -1, 1, -4, 1459, 0, 4, 1, 1, -0.95
- CCOc1ccc(C(=O)C(CN2CCOCC2)c2ccccc2)cc1 (centres undefined)
    93, 7, 5, 0.9, 12, 1612, -2, 26, 1, 7, -0.59
- COc1ccc2nc(/N=C\N(C)C)sc2c1
    110, 4, -4, 1, -9, 1478, -2, -13, 1, -2, 0.44
- CC(=O)N1CCCc2cc(S(=O)(=O)N(C)CCC#N)ccc21
    99, 9, 10, 0.9, 7, 1732, -2, -6, 1.1, 1, /
- CN(C)/C=C/C=C1C(=O)CCCC1=O
    99, 0, 5, 1, 5, 1592, -12, -4, 1, 6, -0.0031
- CCOc1ccc(/C(O)=C2/C(=O)C(=O)N(Cc3cccnc3)C2c2ccc(N(C)C)cc2)c(C)c1 (centres undefined)
    104, -2, -3, 1, 0, 1617, 0, 12, 1.1, 6, /
- Cc1ccc2oc(=O)c3cnn(CC(=O)N4CCN(c5ccccn5)CC4)c3c2c1
    98, 7, -12, 1.1, 12, 1665, -2, 1, 1, -9, /
- COC(=O)c1cccc(NC(=S)NCCC2=CCCCC2)c1
    59, 5, 3, 1, 53*, 1603, 7, 27, 1.1, -2, /
- CN1CCC(N(C)CC(=O)Nc2ccccc2N2CCOCC2)CC1
    106, -6, -11, 1.1, -9, 1486, -13, -5, 1, -4, 0.15
- Cc1c2c(nc3c(C(=O)NC4CCCC4)cnn13)CCCC2
    87, -2, 1, 1, 24, 1440, -14, -2, 1, -3, -0.52
- CC(C)NC(=O)CC(=O)N/N=C/c1ccc(Br)cc1
    99, -1, -8, 1.1, 8, 1350, -8, -3, 1, 0, 0.28
- CC(=C1C(=O)c2ccccc2C1=O)N1CCC(C(N)=O)(N2CCCCC2)CC1
    106, -5, 2, 1, -3, 1487, 7, 7, 1, 1, /
- CC(=O)Nc1cc(C(=O)O)ccc1S(=O)(=O)c1ccc(C)cc1
    95, 13, -4, 1, 7, 1448, -3, 4, 1.1, 2, 0.083
- CCOc1ccc(S(=O)(=O)NCc2ccccc2Cl)cc1C(N)=O
    84, 9, 4, 1, 28, 1528, -1, 5, 1, -3, 0.72
- CC[n+]1c(C)n(-c2ccccc2)c2ccc(NC(C)=O)cc21
    86, -2, -1, 1, 21, 1623, 5, 24, 1, 4, 0.066
- CCCSc1nc(C)c2cc(C)cc(C)c2n1
    98, 7, 0, 1, 0, 1441, 8, 12, 1.1, 9, -0.039
- O=C(CSc1nc2ccccc2c(=O)n1CCCN1CCOCC1)Nc1ccc2c(c1)OCO2
    103, 3, -16, 1.2, 2, 1548, -7, 4, 1.1, -7, 0.18
- CC1CN(S(=O)(=O)c2ccc(NC(=O)CCN3C(=O)c4ccccc4C3=O)cc2)CC(C)O1 (centres undefined)
    99, 8, -12, 1.1, 8, 1591, -1, 4, 1, 0, /
- CCC(=O)Nc1nnc(-c2ccco2)o1
    95, -5, 2, 1, 11, 1435, -5, -3, 1.1, -1, /
- O=C1CC2(CCCCC2)Oc2ccc(OCC(=O)N3CCOCC3)cc21
    98, 8, 0, 1, 9, 1555, 4, 2, 1, 11, /
- COc1ccc2c(c1)CCc1c(C(=O)NCc3ccc(Cl)cc3)noc1-2
    98, -6, 5, 0.9, 5, 1485, -13, 0, 1.1, -1, -0.37
- CCc1cccc2c(C(=O)CSc3nnc(-c4ccncc4)n3C)c[nH]c12
    110, 8, 31, 0.7, -2, 1516, 1, 3, 1, 0, -0.26
- O=C(COC(=O)CCCN1C(=O)c2cccc3cccc(c23)C1=O)Nc1cccc(C(F)(F)F)c1
    100, 2, 5, 0.9, -2, 1606, 0, -9, 1.1, 4, -0.96
- COC(=O)c1sc(NC(=O)c2ccc(Cn3cc(Cl)cn3)o2)c(C#N)c1C
    96, 1, -6, 1.1, 8, 1535, -5, 6, 1.1, -3, -0.11
- C=CCn1c(SCC(=O)Nc2ccccc2C)nc2sc(C)c(C)c2c1=O
    96, 8, -1, 1, 6, 1533, 1, -1, 1.1, 4, -0.064
- CCOc1ccccc1NC(=O)COC(=O)C1CC1
    96, 11, 10, 0.9, 9, 1564, 2, 5, 1, 3, 1.7
- COc1ccc(-c2nc(-c3cccc([N+](=O)[O-])c3O)cc(=O)o2)cc1OC
    98, 3, 26, 0.7, 5, 1670, -1, 8, 0.9, 4, /
- CCOC(=O)C(/C=C(\C#N)C(=O)OCC)=C(/N)N1CCN(c2ccc(OC)cc2)CC1
    102, -8, -4, 1, -2, 1541, -1, 2, 1, 2, 1.2
- CN(C)S(=O)(=O)c1ccc(C(=O)Nc2ccc(CN3CCCC3)cc2)cc1
    107, -8, 2, 1, -1, 1601, -1, -5, 1.1, -2, 0.24
- O=C1C(Cl)=C(N2CCOCC2)C(=O)N1c1cccc(Cl)c1
    104, 3, 0, 1, 0, 1655, 3, -8, 1, 4, 0.41
- Cc1c(-n2cc(C(=O)c3cc(Br)ccc3O)cc(C#N)c2=O)c(=O)n(-c2ccccc2)n1C
    97, 5, 22, 0.8, 2, 1555, 7, -5, 1.1, 2, 0.12
- CSc1nc2ccccc2c(=O)n1C1CCOC(C)(C)C1 (centres undefined)
    104, -5, -15, 1.2, 1, 1580, 8, 1, 1, 12, 1.1
- Nc1nc(-c2ccco2)nn1C(=O)CCc1ccccc1
    97, 6, 3, 1, 5, 1783, -3, -1, 1, 10, 0.92
- CCC(C)n1[nH]c(=O)c2c(C)cc(C)nc21 (centres undefined)
    94, -3, -6, 1.1, 12, 1747, 6, 8, 1, -1, /
- Cc1cc(C(=O)CN2C(=O)NC3(CCCc4ccccc43)C2=O)c(C)n1Cc1ccccc1 (centres undefined)
    102, 7, 0, 1, -5, 1489, -6, 6, 1, 2, 2*
- COc1ccc(C(=O)C2CCCN(C(=O)c3c4c(nn3C)CCCC4)C2)cc1F (centres undefined)
    87, -4, -4, 1, 24, 1522, 0, 6, 1, -3, -0.21
- O=C(NCCSCc1ccco1)Nc1ccc(Cl)cc1
    116, 6, 28, 0.7, -18, 1489, 8, -13, 1.1, 0, /
- CCOC(=O)c1[nH]c(C)c(/C(O)=C2\C(=O)C(=O)N(CCCN3CCOCC3)C2c2cccnc2)c1C (centres undefined)
    108, 3, 9, 0.9, -5, 1614, 7, 4, 1, 7, 0.46
- O=C(COC(=O)CSCc1ccccc1)NCc1ccccc1
    103, -3, 6, 0.9, 1, 1536, -3, -4, 1, -6, -0.15
- CN1C(=O)C2(N=c3ccccc3=N2)c2ccccc21
    129, 8, 6, 0.9, -26, 1434, 2, -5, 1, -4, -0.31
- O=C(CSc1nnnn1-c1ccc2c(c1)OCCO2)Nc1nc2c(s1)CCCC2
    91, 0, 15, 0.8, 16, 1448, -1, -9, 1.1, 3, /

# (more compounds)
# Values run as follows: STAT3 activator, PPARg SRC-2 ag, bIAP inh, bIAP activator, STAT3 blocker, SRC2 TRFRET art, PPARg SRC-3 ag, STAT1 blocker, TNAP act hi DEA, PPARg SRC1 recr, ROMK primary
- N#Cc1ccc(OCC(=O)NN2Cc3ccccc3C2=N)cc1
    102, -5, -7, 1.1, 4, 1283, 1, -1, 1, -2, 0.6
- NS(=O)(=O)c1ccc(NC(=O)COC(=O)/C(=C/c2cccs2)c2cccs2)cc1
    100, 0, -4, 1, 5, 1567, 4, 6, 1, -4, 0.62
- COC(=O)c1ccccc1NC(=O)C1CCCN(S(=O)(=O)c2ccc(F)cc2)C1 (centres undefined)
    89, -9, -12, 1.1, 16, 1337, -2, -4, 1, -1, /
- O=C1C(=C2SCCCS2)CC/C1=C\c1ccc(F)cc1
    11, 3, 3, 1, 115*, 1483, -4, 31, 1, 8, /
